FXIa inh 1536: human FXIa protease inhibitors, primary screen, biochemical, 1536-well. AID 798, 2007. Coagulation factor XI (Homo sapiens), P03951. actives 0.14% (n = 220,000). purified FXIa, Boc-Glu-Ala-Arg-AMC fluorogenic substrate. inhibition, % at 5 µM;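 active = inhibition of at least 40%; inactive = inhibition below 40%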;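 also: fluorescence of freed AMC excited at 355 nm; 0% = enzyme without compound and 100% = no enzyme blank; many of its hits are not listed in these tables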
p97 inhibitor: inhibitors of human p97 ATPase, primary screen, biochemical. inhibition, % at 8 µM. actives 0.42% (n = 220,000). recombinant p97 ATPase, Kinase-Glo ATP luminescence, 3 h. Transitional endoplasmic reticulum ATPase (Homo sapiens), P55072; in the data active = inhibition above about 15%;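 also: 0% = DMSO vehicle and 100% = wells lacking enzyme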
hK5 inh: human KLK5 protease inhibitors, primary screen, biochemical, 1536-well | actives 0.59% (n = 210,000) | recombinant hK5, fluorogenic AMC substrate cleavage | inhibition, % at 5 µM | AID 873, 2007;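 active = inhibition of 40% or more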;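 also: 0% = enzyme controls without compound and 100% = no-enzyme blanks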
Wee1 stabilizer: Wee1 degradation inhibitors, primary screen, cell-based, HeLa, Wee1K328M-luciferase, luminescence; Wee1-like protein kinase (Homo sapiens), P30291; HeLa Luc-Wee1K328M stability; 100% = proteasome inhibitor MG132 effect; reporter increase, % at 5 µM; actives 1.2% (n = 220,000); AID 1321, 2008;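 active = activation above the mean of all tested compounds plus 3 SD, set per screening run, cut at about 8.8% in these data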;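 also: cells exposed to compound for 20 h before luminescence read; 0% = DMSO alone and 100% = MG132 at 30 µM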
eIF4E-4G inh: eIF4E–eIF4G protein interaction inhibitors, primary screen, biochemical, uHTS, TR-FRET, eIF4GI fragment; TR-FRET eIF4E-eIF4GI(517-606) binding, 2 h; inhibition, % at 21.7 µM; Eukaryotic translation initiation factor 4E (Mus musculus) + Eukaryotic translation …; actives 0.37% (n = 220,000);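 active = inhibition above about 30%, limit read from the data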;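 also: 0% = full FRET control wells and 100% = background wells lacking eIF4GI fragment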
FXIIa inh: human FXIIa protease inhibitors, primary screen, biochemical, 1536-well; Coagulation factor XII (Homo sapiens), P00748; purified FXIIa, Boc-QGR-AMC fluorogenic substrate, 2 h; inhibition, % at 5 µM; actives 0.3% (n = 220,000); AID 800, 2007; in the data active = inhibition above about 40%;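 also: 0% = enzyme with no compound and 100% = blank without enzyme; many of its hits are not listed in these tables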
Rad51 HR inh: human RAD51 strand exchange inhibitors, primary screen, biochemical, fluorescence; inhibition, % at 10 µM; actives 0.085% (n = 200,000); hRad51 DNA strand exchange, fluorescence dequenching; DNA repair protein RAD51 homolog 1 (Homo sapiens), Q06609;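 active = inhibition above 40% at the single screening dose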;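 also: 0% = DMSO control wells and 100% = blanks with heterologous ssDNA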
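Material: hRad51 filaments on single-stranded DNA; Reagent: Donor/quencher-labelled 47-bp dsDNA substrate; Compound: 10 µM final, single point; Schedule: 37 °C 15-min filament assembly, 30-min compound preincubation, 15-min exchange; Technique: FRET fluorescence, excitation 485 nm, emission 520 nm; Benchmarks: control wells and blank wells on each plate.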
14-3-3 Bad PPI: inhibitors of 14-3-3 zeta/Bad binding, primary screen, biochemical, TR-FRET, bovine 14-3-3 zeta; actives 0.71% (n = 220,000); TR-FRET 14-3-3zeta/Dy647-pBad peptide displacement, 1 h; AID 781, 2007; inhibition, % at 21.7 µM; 14-3-3 protein zeta/delta (Bos taurus), P63103;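 active = inhibition above about 70%, limit read from the data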;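 also: 0% = full 14-3-3 plus peptide FRET controls and 100% = background without 14-3-3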
Mdm2 ligase inh: MDM2-luciferase reporter signal enhancers, primary screen, MDM2 E3 ligase inhibitor project, cell-based, luminescence, 1536-well; actives 0.11% (n = 210,000); signal enhancement, % at 5 µM; E3 ubiquitin-protein ligase Mdm2 (Homo sapiens), Q00987; cell-based MDM2 ubiquitination luciferase reporter, 2 h; 0 = plate control, 100 = twice control, blank-subtracted;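 active = signal enhancement of 30% or more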;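 also: luminescence tracks abundance of the self-degrading MDM2-luciferase fusion protein; higher signal means inhibition of MDM2 E3 ligase activity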
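Test system: mammalian cells stably expressing self-ubiquitinating, self-degrading MDM2 E3–luciferase fusion; Amount: 2000 cells in each well; Medium: DMEM; Schedule: 4 h settle plus 2 h compound, 37 °C; Technique: SteadyLite luciferase luminescence after 15 min room-temperature reagent incubation; Benchmarks: plate control and blank wells.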
Starred values were filed as active, the others as inactive; · = not tested or not shown; [ ] = remark or other dose. Outcome played no part in choosing rows. Share with any hit: about 3.5%.

| entry | Compound | FXIa inh 1536 | p97 inhibitor | hK5 inh | Wee1 stabilizer | eIF4E-4G inh | FXIIa inh | Rad51 HR inh | 14-3-3 Bad PPI | Mdm2 ligase inh |
| --- | --- | --- | --- | --- | --- | --- | --- | --- | --- | --- |
| 1 | Cc1nn(Cc2ccc(F)cc2)c(C)c1NC(=O)c1noc2c1CCCCC2 | 0 | -7 | 10 | 3 | 6[fluorescence artefact?] | 15 | 0 | -7 | 2 |
| 2 | C[N+]1(CC(O)COCC2COc3ccccc3O2)CCOCC1 (configuration not stated) | -5 | -2 | -2 | -1 | 3 | 9 | 5 | 5 | 1 |
| 3 | Cc1c([C@H]2[C@@H](CC#N)C2(C)C)c2ccccc2n1C | -12 | -1 | 9 | 0 | 0 | 16 | 0 | 56 | -16 |
| 4 | O=C(c1ccccc1)N1CCC(c2nc(-c3ccc(S(=O)(=O)NCC4CCCO4)cc3)no2)CC1 (configuration not stated) | 5 | -2 | -8 | 0 | 0 | 19 | 1 | -10[fluorescence artefact?] | -8 |
| 5 | COc1ccc(C)cc1NC(=O)c1ccc(NS(=O)(=O)c2cccc3cccnc23)cc1 | -3 | -6 | -2 | 6 | -3 | 0 | -3 | 3 | -12 |
| 6 | Cc1ccc(N(CC(=O)NCc2ccccc2Cl)S(=O)(=O)c2cccs2)cc1 | 0 | -8 | -14 | -2 | 2 | 3 | 5 | 12 | -4 |
| 7 | Cc1cc(C)n(C2CCCCC2OC(=O)c2ccccc2F)n1 (configuration not stated) | 12 | 2 | 9 | -4 | -1 | 13 | -6 | 8 | -19 |
| 8 | COc1cc(C2C3C(=O)N(Cc4ccccc4)C(=O)C3ON2c2ccccc2)cc(OC)c1OC (configuration not stated) | -2 | -8 | -10 | 6 | -6 | 11 | -2 | -5 | 6 |
| 9 | CC(C)c1ccc(C(=O)NC(=S)Nc2ccc3[nH]c(=O)[nH]c3c2)cc1 | 6 | 9 | -6 | -3 | 2 | 5 | 8 | 0 | 6 |
| 10 | Cn1c2ccccc2c(=O)c2c(=O)n(C3CCCCC3)c(-c3ccco3)nc21 | 8 | 5 | -5 | -2 | 1 | 10 | 0 | 5 | -4 |
| 11 | Cn1cccc1Cc1nnc(SCC(=O)Nc2cccc(Cl)c2)n1-c1ccc(F)cc1 | 3 | 5 | 1 | 0 | 5 | 15 | 4 | 7[fluorescence artefact?] | -13 |
| 12 | Cc1cc(C)c(NC(=O)C(C)c2cccc(C(=O)c3ccccc3)c2)c(C)c1 (configuration not stated) | 10 | 2 | 37 | 3 | -5 | 8 | -5 | 8 | -58 |
| 13 | O=C(CSc1ccc(-c2ccco2)nn1)N1CCCC1 | 0 | -1 | 5 | 2 | 5 | 10 | -2 | -13 | -27 |
| 14 | COc1ccccc1N1CCN(C(c2ccc(Cl)cc2)c2nnnn2C(C)(C)C)CC1 (configuration not stated) | -4 | -2 | -8 | 3 | 5 | 9 | -1 | -3 | -21 |
| 15 | O=S(=O)([N-]c1nc2ccccc2nc1-[n+]1ccccc1)c1ccccc1 | 16 | 9 | 0 | -1 | 0 | 5 | -1 | 9 | -18 |
| 16 | CC(=O)C1=C(O)C(=O)N(c2nccs2)C1c1ccccc1F (configuration not stated) | 1 | 10 | 1 | -1 | 0 | -1 | -26 | 0 | -11 |
| 17 | CC(=S)c1c(C)cc2cc(C)ccn12 | 13 | -1 | -16 | 1 | 2 | 20 | 8 | -17 | 8 |
| 18 | COc1cccc(C(=O)NCCOc2cc(C)cc(C)c2)c1 | 9 | -2 | -6 | 2 | 3 | 8 | 11 | 1[fluorescence artefact?] | 8 |
| 19 | Oc1ccc(C=NCC2COc3ccccc3O2)cc1 (configuration not stated) | 0 | 3 | -8 | -1 | -7 | 8 | 3 | -9 | -7 |
| 20 | CCc1c(O)nc(SCc2nc3ccccc3c(=O)[nH]2)[nH]c1=O | -5 | 2 | -4 | 1 | 2 | -2 | 13 | -8 | -22 |
| 21 | CCN1CCc2c(OCC(=O)N3CCCCC3)cccc2C1=O | -2 | 1 | -8 | 0 | -1 | 5 | -4 | -5 | -12 |
| 22 | Cc1ccc(S(=O)(=O)N2CCCC(C(=O)O)C2)s1 (configuration not stated) | 2 | -3 | -10 | -2 | -4 | 13 | 0 | 7 | -16 |
| 23 | Cc1cccc2cc(CN(Cc3cccs3)C(c3nnnn3C3CCCC3)C(C)C)c(=O)[nH]c12 (configuration not stated) | 6 | -4 | 15 | 3 | 2 | 12 | 0 | 0 | -21 |
| 24 | CC(O)CCc1nc2ccc(C(=O)O)cc2[nH]1 (configuration not stated) | 2 | 8 | -13 | -2 | 1 | 19 | · | 51[fluorescence artefact?] | -30 |
| 25 | Cc1nnc(-c2cccc(Br)c2)c2cn(-c3ccccc3Cl)nc12 | -20 | 2 | -12 | 0 | 8 | 5 | -2 | -4 | 13 |

Limited to Rad51 HR inh, 14-3-3 Bad PPI and hK5 inh, for some of the entries so far:
item | SMILES | Rad51 HR inh | 14-3-3 Bad PPI | hK5 inh
11 | Cn1cccc1Cc1nnc(SCC(=O)Nc2cccc(Cl)c2)n1-c1ccc(F)cc1 | 4 | 7[fluorescence artefact?] | 1
13 | O=C(CSc1ccc(-c2ccco2)nn1)N1CCCC1 | -2 | -13 | 5
5 | COc1ccc(C)cc1NC(=O)c1ccc(NS(=O)(=O)c2cccc3cccnc23)cc1 | -3 | 3 | -2

Pulled one by one from the list above (4):
| entry | Compound | FXIa inh 1536 | p97 inhibitor | hK5 inh | Wee1 stabilizer | eIF4E-4G inh | FXIIa inh | Rad51 HR inh | 14-3-3 Bad PPI | Mdm2 ligase inh |
| --- | --- | --- | --- | --- | --- | --- | --- | --- | --- | --- |
| 19 | Oc1ccc(C=NCC2COc3ccccc3O2)cc1 (configuration not stated) | 0 | 3 | -8 | -1 | -7 | 8 | 3 | -9 | -7 |
| 12 | Cc1cc(C)c(NC(=O)C(C)c2cccc(C(=O)c3ccccc3)c2)c(C)c1 (configuration not stated) | 10 | 2 | 37 | 3 | -5 | 8 | -5 | 8 | -58 |
| 3 | Cc1c([C@H]2[C@@H](CC#N)C2(C)C)c2ccccc2n1C | -12 | -1 | 9 | 0 | 0 | 16 | 0 | 56 | -16 |
| 7 | Cc1cc(C)n(C2CCCCC2OC(=O)c2ccccc2F)n1 (configuration not stated) | 12 | 2 | 9 | -4 | -1 | 13 | -6 | 8 | -19 |

Other compounds.
| entry | Compound | FXIa inh 1536 | p97 inhibitor | hK5 inh | Wee1 stabilizer | eIF4E-4G inh | FXIIa inh | Rad51 HR inh | 14-3-3 Bad PPI | Mdm2 ligase inh |
| --- | --- | --- | --- | --- | --- | --- | --- | --- | --- | --- |
| 26 | Cc1nnc(C)n1/N=C/c1cccnc1 | 4 | 5 | 10 | 2 | 6 | 10 | 2 | -3 | -17 |
| 27 | COC(=O)c1c(C)oc(C)c1S(=O)(=O)N1CCCCC1 | 1 | 0 | -10 | -2 | 0 | 4 | 8 | 6 | -8 |
| 28 | O=C(CSc1nnc(CN2CCOCC2)n1-c1ccccc1)Nc1ccc(Cl)cc1 | -1 | -3 | -12 | 1 | 2[fluorescence artefact?] | 5 | 7 | -9 | -18 |
| 29 | Cc1ccc(S(=O)(=O)NC(=O)c2ccc(-c3ccc(-c4ccccc4)cc3)o2)c(C)c1 | 7 | 5 | -5 | -3 | 1 | 13 | -8 | 30[fluorescence artefact?] | · |
| 30 | O=C(O)c1cc2c([nH]c1=O)CCCC2 | -14 | 2 | -11 | -1 | · | -9 | -5 | · | -17 |
| 31 | CCN(CC)S(=O)(=O)c1cccc(C(=O)N[C@H](C(=O)O)C(C)C)c1 | 0 | -2 | -1 | -1 | 5 | 10 | 0 | 16[fluorescence artefact?] | -17 |
| 32 | O=c1ncn(-c2cccc(F)c2)c2ncccc12 | -2 | 5 | -5 | 0 | 4 | 7 | -4 | 2 | -22 |
| 33 | Oc1cccc(C2c3[nH]c4ccccc4c3CCN2Cc2cnn(-c3ccccc3)c2)c1 (configuration not stated) | -1 | 9 | 3 | -3 | -1 | 6 | -5 | -14 | 1 |
| 34 | COc1cccc(CNC(=O)CCl)c1 | -6 | 0 | -16 | -2 | -1 | -10 | -1 | 1 | -9 |
| 35 | Cc1ccccc1OCC(=O)N1N=C(C(F)(F)F)CC1(O)C(C)(C)C (configuration not stated) | 15 | 0 | 9 | 1 | 1 | 22 | 7 | 8 | · |
| 36 | Cc1ccc(S(=O)(=O)NNc2ccccc2)cc1 | -22 | -6 | 5 | -1 | -6 | 7 | -8 | 38 | -3 |
| 37 | COC(=O)c1c(NC(=O)c2ccco2)sc(C)c1C | 4 | 5 | -4 | -1 | 0 | 17 | -5 | 4 | -35 |
| 38 | CCOC(=O)CSc1ncc(OC)c(Sc2ccc(Cl)cc2)n1 | 3 | -4 | 0 | -1 | 0 | 1 | -3 | 0 | -1 |
| 39 | O=C1Nc2ccccc2Oc2cc([N+](=O)[O-])ccc21 | 1 | 0 | -4 | 3 | 17 | -2 | -72 | 7 | -10 |
| 40 | CCCCCC(=O)NC(NC(=S)NC1CCS(=O)(=O)C1)C(Cl)(Cl)Cl (configuration not stated) | -9 | -2 | -11 | 1 | 40* | 2 | -2 | -13 | -5 |
| 41 | Cc1cc(C)cc(-n2c(C)nc3cc(C(=O)O)ccc32)c1 | 0 | 3 | · | -1 | 6 | 14 | · | 1 | -18 |
| 42 | O=c1c2ccccc2c(C=Nc2cccc(S(=O)(=O)NCc3ccco3)c2)c(O)n1-c1ccc(Cl)cn1 | 4 | 0 | 12 | 1 | -1 | 13 | -2 | -1 | -6 |
| 43 | CC1(C2CC2)NC(=O)NC1=O (configuration not stated) | 8 | 1 | 6 | 0 | 90*[fluorescence artefact?] | 15 | 15 | 3 | 0 |
| 44 | Cc1cc(NC(=O)CCCn2nc(C)c([N+](=O)[O-])c2C)no1 | -11 | 2 | -5 | -3 | 1 | 3 | -10 | -1 | -6 |
